sPLA2-III inh = Inhibits HGIII-sPLA2 liposome hydrolysis, primary screen; Q9NZ20; QFRET BODIPY PC-A2 liposome hydrolysis, fluorescence; inhibition, % at 12.2 µM; 370,000 tested, 0.56% active; AID 743126;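 active means inhibition above mean plus 3 SD of compounds lying within the high and low control bounds, cut at about 19% in these data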;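 further: 0% = median of test compound wells and 100% = no enzyme DMSO wells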
Target sequence (Q9NZ20 whole entry, looked up): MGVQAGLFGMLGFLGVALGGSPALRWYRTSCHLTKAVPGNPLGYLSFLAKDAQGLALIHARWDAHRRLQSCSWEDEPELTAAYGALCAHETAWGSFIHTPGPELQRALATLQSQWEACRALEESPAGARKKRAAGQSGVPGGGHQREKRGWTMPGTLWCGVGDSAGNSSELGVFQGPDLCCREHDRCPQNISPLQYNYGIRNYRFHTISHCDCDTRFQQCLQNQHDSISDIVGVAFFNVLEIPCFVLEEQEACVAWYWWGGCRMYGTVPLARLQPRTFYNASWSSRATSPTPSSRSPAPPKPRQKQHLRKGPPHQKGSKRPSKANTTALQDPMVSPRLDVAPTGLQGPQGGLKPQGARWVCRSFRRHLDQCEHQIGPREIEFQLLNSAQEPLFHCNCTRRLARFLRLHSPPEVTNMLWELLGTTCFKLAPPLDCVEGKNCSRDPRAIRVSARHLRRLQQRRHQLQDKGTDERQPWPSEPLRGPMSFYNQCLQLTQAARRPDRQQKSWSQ
ARFGAP1 inhibitor = inhibits rat ARF GTPase activating protein 1; Q62848; Arfgap1-stimulated ARF1 GTP hydrolysis, GDP FP detection; inhibition, % at 16.5 µM; 360,000 tested, 0.26% active; AID 651572;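 active means inhibition above a per-plate limit, mean inhibition of low control wells plus 3 SD, cut at about 25% in these data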;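 further: 0% = DMSO wells with enzyme and 100% = wells lacking Arfgap1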
Target sequence (Q62848 1-136 limits assumed): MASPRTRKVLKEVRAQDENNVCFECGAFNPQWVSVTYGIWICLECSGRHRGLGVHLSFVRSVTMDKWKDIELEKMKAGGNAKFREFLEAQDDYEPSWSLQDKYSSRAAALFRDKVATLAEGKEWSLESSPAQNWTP
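System: truncated rat Arfgap1 GAP domain / Medium: HEPES-based buffer, pH 7.5 / Also added: N-terminally truncated human ARF1-GTP substrate / Incubation: enzyme reaction 120 min at 25 °C after 20 min preincubation / Measured by: FP of antibody-bound GDP Alexa 633 tracer, ex 620/em 688 nm / Replicates: singlicate, each compound tested once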
UHRF1 MBD2 ctr = human UHRF1 methylated DNA binding inhibitors. inhibition, % at 4.4 µM. UHRF1 binding to methylated oligo, TR-FRET. Q96T88. 370,000 tested, 0.75% active. AID 687016; in the data active means inhibition above about 21%;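 further: UHRF1 SRA domain binding a hemimethylated CpG hairpin DNA probe; 0% = median of test compound wells and 100% = reference inhibitor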
proKLK7 act = activates the human kallikrein-7 zymogen | P49862 | purified proKLK7, EDANS-DABCYL substrate fluorescence; 100% is mature enzyme control, 0% vehicle | activation, % at 7 µM | 370,000 tested, 0.9% active | AID 652039;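 active means activation above the mean of all tested compounds plus 3 SD, computed per campaign excluding outliers beyond control limits, cut at about 13% in these data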
PLCb3 inh = PLC-beta3 (human) inhibition, primary screen; Purified PLC-beta3, fluorogenic substrate, fluorescence; AID 720704; inhibition, % at 12.2 µM; Q01970; 370,000 tested, 0.18% active; in the data active means inhibition above about 11%;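 further: 0% = median of compound wells on plate and 100% = full blocker control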
ASAP1 inh = ASAP1 ArfGAP inhibition; inhibition, % at 16.5 µM; 360,000 tested, 0.19% active; ASAP1-stimulated ARF1 GTP hydrolysis, GDP FP detection; AID 624377; Q9ULH1; in the data active means inhibition above about 25%;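 further: 0% = vehicle with enzyme and substrate and 100% = no enzyme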
Target sequence (Q9ULH1 325-724 limits assumed): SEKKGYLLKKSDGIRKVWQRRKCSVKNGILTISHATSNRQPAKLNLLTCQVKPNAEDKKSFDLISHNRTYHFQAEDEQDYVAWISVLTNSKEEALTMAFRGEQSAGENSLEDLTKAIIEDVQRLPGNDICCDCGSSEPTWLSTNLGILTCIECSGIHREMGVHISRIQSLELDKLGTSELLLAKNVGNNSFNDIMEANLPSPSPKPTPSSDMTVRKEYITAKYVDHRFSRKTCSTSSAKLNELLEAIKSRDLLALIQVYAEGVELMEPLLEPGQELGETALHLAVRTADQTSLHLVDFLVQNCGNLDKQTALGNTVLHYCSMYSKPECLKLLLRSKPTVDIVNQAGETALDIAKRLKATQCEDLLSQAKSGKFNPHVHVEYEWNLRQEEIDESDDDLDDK
NR1D1 modulator = modulators of human Rev-erb alpha DNA binding | P20393 | Rev-erbα–FITC-DNA binding, fluorescence polarization, 90 min | activity, % at 10 µM | 370,000 tested, 0.79% active | AID 1259318;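 active means activity above about 14%, limit read from the data; passing the limit was not always enough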;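 further: 0% = DMSO wells with 35 nM protein and 100% = DMSO wells with 750 nM protein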
DDE Tn7 FP inh = inhibitors of Tn7 peptide binding to human fibrin DD(E). 370,000 tested, 0.13% active. AID 720508. FP displacement of FITC-Tn7 peptide from fibrin DD(E); 0% = median of compound wells per plate. P02675. inhibition, % at 8.3 µM;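 active means inhibition above the mean of compounds falling within the control limits plus 3 SD of them, cut at about 14% in these data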;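 further: 0% = plate median of compound wells and 100% = 10 µM Aha-Tn7 peptide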
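Test system: human clot-derived fibrin DD(E) complex / Quantity: 2 µM final DD(E) protein / Incubation: 10 min plus 3 h, room temperature / Measured by: fluorescence polarization / Benchmarks: high control of 10 µM Aha-Tn7 peptide / Replicates: singlicate testing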
PLC-gamma1 inh = blocks human PLC-gamma1 enzyme activity | 370,000 tested, 0.84% active | purified PLC-gamma1, fluorogenic substrate, fluorescence | inhibition, % at 12.2 µM | AID 720700 | P19174; in the data active means inhibition above about 9.5%
DDE Tn6 FP inh = inhibitors of Tn6 peptide binding to human fibrin DD(E) | Fibrin DD(E) TRITC-Tn6 fluorescence polarization displacement | 370,000 tested, 0.21% active | AID 720509 | inhibition, % at 8.3 µM | P02675;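 active means inhibition above a per-campaign cutoff: mean of compounds within control limits plus 3 SD, cut at about 15% in these data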;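 further: 0% = median of all compound wells on the plate and 100% = blocking peptide control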
The depositor's hits bear a star; nt = no result given. No enrichment for hits, and some 4.5% of all compounds hit somewhere here.

SMILES	sPLA2-III inh	ARFGAP1 inhibitor	UHRF1 MBD2 ctr	proKLK7 act	PLCb3 inh	ASAP1 inh	NR1D1 modulator	DDE Tn7 FP inh	PLC-gamma1 inh	DDE Tn6 FP inh
CCCCc1nnc(NC(=O)c2ccc3c(=O)n4c(nc3c2)CCC4)s1	6	5	0	-0.8	-12	-3	-4	2	-13	-3
CCOC(=O)c1cnc2nc(NCc3ccc(OCc4ccccc4)cc3)[nH]n2c1=O	13	3	9	-0.2	-4	7	5	-12	6	-8
Cn1nnnc1SCC(=O)Nc1ccc(Cl)cn1	0	2	2	-0.4	-10	-8	-4	4	4	0
CC(=O)NC(=S)Nc1ccc(NC(=O)c2cccs2)cc1	0	-2	-1	0.5	4	5	-2	4	-1	-5
CC(C)N(CC#CCC(O)(c1ccccc1)c1ccccc1)C(C)C	-3	-2	-2	0.3	0	3	-3	9	2	11
CCOc1ccc(NC(=O)c2ccc3c(SCC(=O)O)c4c(nc3c2)CCCC4)cc1	-4	2	0	-0.1	1	17	-4	4	-2	-1
COc1ccc2c(c1)[nH]c1c(=O)n(/N=C/c3ccc(OC)c(COc4ccccn4)c3)cnc12	9	10	0	-0.5	0	2	-4	1	1	-5
CCOC(=O)c1oc2ccc(CNCCO)c(Cl)c2c1C	-4	1	-4	0.6	3	1	7	5	1	12
Cc1cccc(-c2nn(-c3ccccc3)cc2C(=O)N(C)CC(=O)Nc2ccc(N3CCOCC3)cc2)c1	-1	9	6	-0.2	-7	-6	-2	-1	-4	-1
Cc1ccc(CN(Cc2ccccn2)C(=O)Nc2ccc(C)c(C)c2)cc1	-2	4	5	0.3	-6	-2	-2	-4	2	-1
O=C(Cn1nnc(-c2ccc(Cl)cc2)n1)NC1CC2CCC1C2 (stereo not drawn)	-4	1	4	0.0	-1	4	2	-4	5	3
COc1cccc(N2CC(=O)N(c3cccc(OC)c3)CC2=O)c1	-3	-3	1	0.0	2	-3	3	1	4	-1
C[C@H](NC(=O)c1ccc(Cl)cc1)C(=O)NCCc1ccc(S(N)(=O)=O)cc1	-2	11	-2	0.3	-2	3	11	1	2	10
CCCCC/C=C\C[C@H](O)/C=C/c1cccc(C[C@H](O)CCCCO)n1	-17	9	0	-0.2	-13	-3	3	-6	-13	-4
C=CCOc1c(Br)cc(/C=C2\SC(=Nc3ccccc3)NC2=O)cc1OC	-10	-8	-2	-0.1	-18	2	0	-5	-11	7
COc1ccccc1/C=N/NC(=O)c1[nH]c(C)c(C(=O)N/N=C/c2ccccc2OC)c1C	-1	9	-2	-0.3	1	-13	5	-6	5	-3
CCc1cc2c(NC(Cc3ccccc3)C(=O)O)ncnc2s1 (stereo not drawn)	-6	-5	0	0.5	-7	-9	-4	1	-3	3
NC(=S)Cc1nc(-c2ccccc2)cs1	5	4	-4	-0.8	-9	-5	6	1	-9	0
CCc1ccc(C2=NN(CCC(=O)NC3CCCCCC3)C(=O)CC2)cc1	-3	-2	0	-0.3	-7	-1	-2	1	-2	-10
CCc1ccc(NC(=O)CN2CCc3ccccc3C2)cc1	-2	7	-2	-0.1	1	5	0	-3	5	4
CCc1cc2c(=O)c(-c3cnn(-c4ccccc4)c3)c(C)oc2c(CN2CCCCC2)c1O	4	-3	1	-2.1	-47	-6	-8	1	-37	-7
CCc1ccc(CN2CCCC(CNC(=O)c3cc(OC)cc(OC)c3)C2)cc1 (stereo not drawn)	7	9	3	0.4	-6	5	2	-5	1	-10
CCc1ccc(C(C(=O)NC2CCCC2)N(Cc2cccnc2)C(=O)c2csnn2)cc1 (stereo not drawn)	3	-11	-2	0.4	-1	4	-1	5	-2	2
CCOC(=O)C1CN(S(=O)(=O)c2ccc(F)cc2)C1	5	9	-1	0.5	3	2	-5	2	0	7
CCN(CC(=O)NCc1ccc(Cl)cc1)C(=O)COc1cccc(C(F)(F)F)c1	-3	-2	0	-0.1	-9	-14	7	1	0	3
Cc1cccc(C)c1OCCN1C(=O)NC(C)(c2ccccc2)C1=O (stereo not drawn)	-5	6	-3	0.7	-3	-3	5	3	5	-3
COc1ccccc1-n1c(C)nnc1SCC(=O)Nc1cccc(C(C)=O)c1	5	-5	5	-0.2	4	6	-1	-2	5	0
CC(C)(C)C(=O)NNC(=O)CCCOc1ccc(Cl)cc1Cl	0	2	-1	-0.2	3	-12	-3	-2	0	-2
O=c1cc(CN2CCN(c3cccc(Cl)c3)CC2)c2cc3c(cc2o1)CCCC3	0	-8	-2	-0.1	2	8	2	-5	-1	5
NC(=O)c1cc(C(=O)c2cccc(Cl)c2Cl)c[nH]1	3	-4	1	0.0	0	2	4	-1	2	-5

Two compounds picked at random from those above:
SMILES	sPLA2-III inh	ARFGAP1 inhibitor	UHRF1 MBD2 ctr	proKLK7 act	PLCb3 inh	ASAP1 inh	NR1D1 modulator	DDE Tn7 FP inh	PLC-gamma1 inh	DDE Tn6 FP inh
CCOc1ccc(NC(=O)c2ccc3c(SCC(=O)O)c4c(nc3c2)CCCC4)cc1	-4	2	0	-0.1	1	17	-4	4	-2	-1
COc1ccccc1/C=N/NC(=O)c1[nH]c(C)c(C(=O)N/N=C/c2ccccc2OC)c1C	-1	9	-2	-0.3	1	-13	5	-6	5	-3

(continued)
SMILES	sPLA2-III inh	ARFGAP1 inhibitor	UHRF1 MBD2 ctr	proKLK7 act	PLCb3 inh	ASAP1 inh	NR1D1 modulator	DDE Tn7 FP inh	PLC-gamma1 inh	DDE Tn6 FP inh
Cc1cccc(C)c1NC(=O)c1c(O)c2ccccc2[nH]c1=O	-2	-7	-1	-0.2	-5	0	-1	-2	0	-1
Cc1ccc(CNC(=O)Cn2cccc2C(=O)c2ccccc2C)cc1	-8	0	-4	0.1	-2	-7	1	8	-3	-1
CC(=O)c1ccc(NC(=O)c2ccc3snnc3c2)cc1	-3	12	-1	0.3	-1	2	4	-2	5	1
COc1ccc(NC(=S)NC(=O)Cc2ccccc2)cc1	5	13	1	-0.1	1	6	-1	-1	2	5
Clc1ccc(/C=N/Nc2ncnc3ccccc23)cc1Cl	-6	2	-3	0.1	-9	5	-2	-4	-12	-1
CCc1cc2cccc(C)c2nc1SCC(=O)NNC(=O)c1ccco1	0	-10	1	-0.3	-1	-2	-3	-3	-4	-7
CCCCN(C(=S)Nc1ccccc1)C1CCS(=O)(=O)C1 (stereo not drawn)	0	-11	-1	0.2	-1	-3	-2	-1	0	3
CCCCNc1nc(C)c(C(C)=O)cc1C#N	-1	15	0	0.9	0	-1	-5	-1	3	-3
Cc1ccc(NCc2nnc(SC(C)C(=O)N/N=C/c3ccc(C)o3)n2-c2ccccc2)cc1 (stereo not drawn)	-6	13	-1	0.7	1	7	-4	2	6	-2
O=C(NCC1CCCO1)C1CCN(C(=O)c2ccc(Cl)cc2)CC1 (stereo not drawn)	-3	-7	0	0.3	-2	7	-4	-7	3	0
Cn1c(=O)c2c(ncn2CC(=O)OCC(=O)c2ccc(Cl)cc2)n(C)c1=O	2	-3	-2	0.2	-3	-9	0	5	-1	2
Cc1cccc(N(C(=O)c2csnn2)C(C(=O)NC2CCCCC2)c2ccncc2)c1 (stereo not drawn)	2	10	1	-0.8	-5	-14	1	0	3	-6
CC1C(=O)C(C)(C)C(=O)OC1c1ccccc1 (stereo not drawn)	-3	-6	-3	0.2	-5	-7	-2	-4	3	2
O=C(CCCn1c(=S)[nH]c2ccccc2c1=O)N1CCOCC1	2	3	-1	0.1	0	14	10	-4	0	1
CC12CC(c3ccccc3O1)N(C(=O)c1ccc(Br)o1)C(=O)N2c1ccccc1 (stereo not drawn)	2	1	-3	0.0	-1	-3	1	-1	3	-14
O=C(Cn1cnc([N+](=O)[O-])n1)c1ccc(O)c(O)c1	-19	-4	14	-0.4	2	-4	-4	-5	3	1
COc1cccc(C(=O)CSc2nnc(CNc3nc(-c4ccccc4)cs3)n2C)c1	-32	5	3	0.1	-3	6	-3	-1	-1	-1
CCOC(=O)c1cccc(NC(=O)CN(C)S(=O)(=O)c2cc(OC)ccc2OC)c1	-6	nt	-1	-0.5	2	nt	3	7	-2	3
CCCn1c(N)c(N(CCOC)C(=O)c2ccc(F)cc2F)c(=O)[nH]c1=O	2	6	4	0.3	-5	-4	9	-8	1	9
C=CC[C@@H](CC(=O)OC(C)(C)C)C(=O)OC[C@@H]1CCCN1C(=O)[C@@H](CC=C)CC(=O)N[C@@H](CO)Cc1ccccc1	-3	-4	-2	0.1	2	-1	3	5	-1	2
O=C1COc2ccc(S(=O)(=O)CCC(=O)N3CCN(c4cccc(C(F)(F)F)c4)CC3)cc2N1	-12	-2	-1	-0.6	-8	-12	5	2	-2	9
O=C(COc1cccc2ccccc12)NNC(=O)c1cnccn1	-2	5	-2	-0.4	1	10	3	-2	0	0
Cc1cc(C)nc(/N=C(\N)N2CCCCC2)n1	-1	0	-1	-0.5	-3	-3	1	10	0	-2
COc1cccc(CNC(=O)C2CCCN(S(=O)(=O)c3c(C)[nH]c(=O)[nH]c3=O)C2)c1 (stereo not drawn)	3	-11	-3	-0.1	1	0	2	9	-2	4
COc1ccc(C2=C(SC)CC2=NC(C)(C)C)cc1	17	5	2	1.0	-24	12	-2	6	-20	1
CC1CCN(C(C(=O)O)c2ccccc2)CC1 (stereo not drawn)	3	6	-3	-0.1	3	-10	-6	2	0	-5
COc1ccc(/C=C2\Oc3cc(OCC(=O)N4CCC[C@H]4C(=O)O)ccc3C2=O)c(OC)c1OC	-1	26*	-2	0.9	-138	5	-9	0	-116	-4
O=C1c2ccccc2C(=O)N1CCC(c1ccccc1)c1ccco1 (stereo not drawn)	-9	-6	5	-0.3	-5	-15	-3	2	5	-6
COc1cc(C(=O)Nc2ccc3c(c2)C(=O)N(CCC(=O)O)C3=O)cc(OC)c1OC	7	0	7	-0.7	5	9	0	-2	11*	1
COc1cccc(C2C3=C(N=c4s/c(=C\c5ccc(O)cc5)c(=O)n42)c2ccccc2CC3)c1OC (stereo not drawn)	-3	2	2	-0.7	-14	-8	2	-2	-11	-2
COc1ccccc1NS(=O)(=O)c1cccc(C(=O)NCC(c2ccc(F)cc2)N2CCOCC2)c1 (stereo not drawn)	-2	5	-1	-0.5	1	-2	-2	-2	4	-3
COCc1c(C(=O)N/N=C/c2ccncc2)nnn1-c1nonc1N	10	2	1	-0.1	-8	7	-2	0	1	0
CC(=O)NCc1ccc(C(=O)COC(=O)COc2ccccc2)s1	-1	-10	-1	0.0	-9	-6	2	0	-2	-3
O=C(CCc1ccccc1)Nc1cc(C(=O)O)cc(C(=O)O)c1	6	7	1	-0.1	1	7	0	-3	5	-3

Exported with two lines to a compound: entries from further up.
Sequence of screens – sPLA2-III inh | ARFGAP1 inhibitor | UHRF1 MBD2 ctr | proKLK7 act | PLCb3 inh | ASAP1 inh | NR1D1 modulator | DDE Tn7 FP inh | PLC-gamma1 inh | DDE Tn6 FP inh
CCCCc1nnc(NC(=O)c2ccc3c(=O)n4c(nc3c2)CCC4)s1
 : 6 | 5 | 0 | -0.8 | -12 | -3 | -4 | 2 | -13 | -3
CCOC(=O)c1cnc2nc(NCc3ccc(OCc4ccccc4)cc3)[nH]n2c1=O
 : 13 | 3 | 9 | -0.2 | -4 | 7 | 5 | -12 | 6 | -8

From PubChem BioAssay
